Screening data from PubChem.
MazF activator = increases E. coli MazEF RNase cleavage of RNA; P0AE70; FAM/BHQ RNA-DNA oligo cleavage fluorescence, 5 h; activation, % at 20 µM; 350,000 tested, 0.32% active; in the data active = activation above about 50%
Target sequence (P0AE70 whole entry, looked up): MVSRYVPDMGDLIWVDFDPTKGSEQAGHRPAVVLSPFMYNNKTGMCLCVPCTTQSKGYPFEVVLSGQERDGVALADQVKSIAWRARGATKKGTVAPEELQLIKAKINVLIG
BoNT-F LC inh = blocks Botulinum neurotoxin F light chain protease; Multiplex microsphere protease cleavage assay, flow cytometry; inhibition, % at 10 µM; 360,000 tested, 0.22% active; AID 588497; in the data active = inhibition above about 35%, passing the limit was not always enough; inconclusive = no clear call, values can overlap the other calls; note: plate controls were buffer without enzyme for full effect and enzyme alone for no effect
Rv3671c protease = inhibitors of M. tuberculosis serine protease Rv3671c; P9WHR9; inhibition, % at 5.96 µM; 320,000 tested, 0.048% active; AID 2606; in the data active = inhibition above about 38%;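 note: extracellular domain of Rv3671c used as enzyme; 0% = enzyme with DMSO and 100% = no enzyme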
Target sequence (P9WHR9 whole entry, looked up, the tested form may be a part): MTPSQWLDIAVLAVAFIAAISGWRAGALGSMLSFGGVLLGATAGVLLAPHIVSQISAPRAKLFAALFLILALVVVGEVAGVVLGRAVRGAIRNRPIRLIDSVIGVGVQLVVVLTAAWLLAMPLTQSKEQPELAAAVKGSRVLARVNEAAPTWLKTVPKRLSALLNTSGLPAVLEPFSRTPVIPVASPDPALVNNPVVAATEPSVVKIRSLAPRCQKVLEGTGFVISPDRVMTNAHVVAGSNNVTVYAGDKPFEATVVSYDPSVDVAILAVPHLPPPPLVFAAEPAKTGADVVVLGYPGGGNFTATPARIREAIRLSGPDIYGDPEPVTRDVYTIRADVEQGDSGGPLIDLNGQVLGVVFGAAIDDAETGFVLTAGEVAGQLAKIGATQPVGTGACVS
CCHFV vOTU inh = CCHFV vOTU protease inhibition; Pep-AMC fluorescence; inhibition, % at 11.5 µM; 370,000 tested, 0.55% active; note: 0% = vehicle wells with enzyme and 100% = no enzyme wells
BioA inh = inhibitors of Mycobacterium tuberculosis BioA enzyme. purified M. tuberculosis BioA enzyme, plate reader. inhibition, % at 9.99 µM. 360,000 tested, 0.096% active. AID 602481; in the data active = inhibition above about 40%; inconclusive = no clear call, values can overlap the other calls
FBA Mtb inh = inhibits M. tuberculosis FBA enzyme; inhibition, % at 1 µM; 360,000 tested, 2.3% active; P9WQA3; purified M. tuberculosis FBA, fluorescence read-out; in the data active = inhibition above about 27%;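 note: 0% = vehicle and 100% = reference inhibitor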
Target sequence (P9WQA3 whole entry, looked up): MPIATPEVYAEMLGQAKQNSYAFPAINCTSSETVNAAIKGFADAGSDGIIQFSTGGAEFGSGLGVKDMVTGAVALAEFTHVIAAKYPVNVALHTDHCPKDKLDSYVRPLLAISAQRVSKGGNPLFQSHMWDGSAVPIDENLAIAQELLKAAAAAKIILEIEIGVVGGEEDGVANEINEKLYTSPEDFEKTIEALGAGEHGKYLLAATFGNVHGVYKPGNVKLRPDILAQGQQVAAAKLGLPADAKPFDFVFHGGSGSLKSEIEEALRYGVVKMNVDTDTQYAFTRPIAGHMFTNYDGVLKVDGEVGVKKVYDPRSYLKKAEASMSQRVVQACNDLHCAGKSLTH
UGM FP inh = Mtb UDP-galactopyranose mutase inhibition; 320,000 tested, 0.06% active; purified UGM, fluorescence polarization probe displacement; inhibition, % at 10 µM; P9WIQ1; in the data active = inhibition above about 10%, passing the limit was not always enough; inconclusive = no clear call, values can overlap the other calls
FadD28 binding = M. tuberculosis FadD28 bisubstrate binding inhibition; FadD28 bisubstrate probe binding, fluorescence polarization; inhibition, % at 12.5 µM; 360,000 tested, 0.22% active; AID 588549; in the data active = inhibition above about 8.5%, passing the limit was not always enough; inconclusive = no clear call, values can overlap the other calls
GDH-TPI inh = counter-screen for M. tuberculosis FBA inhibitors: GDH-TPI coupled enzymes. AID 588335. inhibition, % at 4.8 µM. GDH-TPI coupled enzyme counterscreen, NADH absorbance. 360,000 tested, 1.2% active;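 note: 0% = DMSO wells and 100% = wells lacking the enzyme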
DUSP3 inh = DUSP3 (human) phosphatase inhibition | P51452 | recombinant VHR phosphatase, pNPP absorbance | inhibition, % at 13.3 µM | 290,000 tested, 0.52% active | AID 1654; in the data active = inhibition above about 50%; note: some compounds called inactive have numbers as strong as hits
Target sequence (P51452 whole entry, looked up): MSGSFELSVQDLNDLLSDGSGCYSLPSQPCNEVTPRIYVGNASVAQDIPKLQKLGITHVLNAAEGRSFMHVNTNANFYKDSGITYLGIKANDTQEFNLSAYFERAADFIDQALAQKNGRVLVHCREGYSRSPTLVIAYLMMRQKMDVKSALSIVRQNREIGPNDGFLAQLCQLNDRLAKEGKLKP
* hit, by the source's call; ? = inconclusive; · = not tested or not shown; + = active, no number; & = joins results of further samples. Cut-off read from the data, not from the text of the source, unless noted: active = inhibition above about 30%; inactive = the rest.

SMILES	MazF activator	BoNT-F LC inh	Rv3671c protease	CCHFV vOTU inh	BioA inh	FBA Mtb inh	UGM FP inh	FadD28 binding	GDH-TPI inh	DUSP3 inh
S=c1[nH]nc(-c2ccccc2Cl)n1/N=C/C=C/c1ccco1	-1	?	7	9	0.2	0	-0.8	-0.5	26	12
C/C(=N\NC(=O)c1ccccc1OCCOc1ccccc1)c1ccccc1F	-2	-3	·	-7	2.9	3	·	-2.4	-1	·
CCCCn1c(-c2cccs2)nc2nc3ccccc3nc21	-1	5	4	-270	0.6	+	0.0	-7.0	23	13
Nc1ccc(S(=O)(=O)Nc2nccc(/C=C/c3cccc([N+](=O)[O-])c3)n2)cc1	3	4	·	0	0.2	1	·	-2.8	12	·
CCN(CC)S(=O)(=O)c1ccc(OCC(=O)NC(=O)Cc2ccccc2)c([N+](=O)[O-])c1	-5	-5	-2	10	-0.6	0	0.2	0.2	6	·
CN(C)S(=O)(=O)c1cc(NC(=O)CSc2nn(-c3ccc(Cl)cc3)c(=S)s2)ccc1Cl	-2	-4	-187	11	·	0	3.7	-7.7	7	-7
CC(NC(=O)CCNC(=O)c1ccco1)c1ccc(F)cc1 (stereo not drawn)	-4	2	5	1	-1.6	-1	-0.3	·	-3	13
NC(=O)CSc1nnc(-c2ccncc2)n1-c1ccc(Cl)cc1	8	-6	-2	-1	15	0	-2.9	-2.0	2	18
CN1CCN(c2ccc([N+](=O)[O-])cc2C(=O)c2ccc(Cl)cc2)CC1	-1	10	7	7	·	-4	0.8	-0.9	25	-25
COc1ccc(C2(O)C(=O)Nc3ccccc32)cc1 (stereo not drawn)	8	-8	-10	-2	-0.5	2	1.8	-0.8	7	·
COc1cc(NS(=O)(=O)c2ccc3c(c2)n(C)c(=O)n3C)cc(OC)c1	-6	-3	4	9	0.1	0	-2.4	-8.2	-3	19
CSc1ccc(S(=O)(=O)NCC(=O)OCC(=O)N2CCCCC2C)cc1[N+](=O)[O-] (stereo not drawn)	2	-5	4	4	3.0	-2	4.6	-2.9	6	·
CCOC(=O)Cn1c(-c2cccnc2Cl)nc2ccccc21	3	5	-7	-5	-2.2	3	-1.6	0.2	6	29
Cc1cc(NC(=O)CSc2nc3[nH]c(=O)cc(O)c3s2)ccc1Br	-6	5	·	-5	-2.4	0	·	-1.9	13	·
COc1ccc(NC(=O)c2cn(CCC#N)nc2-c2ccccc2)cc1	3	?	0	-10	-0.5	-2	1.4	-2.0	21	34
O=[N+]([O-])c1cccc(/C=N/N2CCN(Cc3ccc(Cl)cc3)CC2)c1	-2	17	0	-3	-3.3	6	0.3	0.9	-1	14
CC(C)c1ccc(NC(=O)Nc2cc3sccc3n2C)cc1	8	-37	-2	5	-0.4	-2	-0.3	-3.1	-17	11
O=C(CN(C(=O)CCC(=O)Nc1nccs1)c1ccccc1F)NCCc1ccccc1	-1	-15	-2	6	0.0	-1	2.7	-4.5	-5	25
O=C(NCc1ccccc1)c1ccc(S(=O)(=O)C(F)F)cc1	9	?	2	2	1.2	2	3.1	-3.8	4	31
Cc1ccc2c(c1)c1c(n2CC(O)CN2CCCCCC2)CCCC1 (stereo not drawn)	8	-22	1	35*	0.3	4	-1.3	-1.8	1	-10
NNC(=O)/C=C/c1ccc(Cl)cc1Cl	-6	-1	3	3	·	6	-1.0	-3.4	5	19
O=C(Cn1cnc2ccccc2c1=O)Nc1cccc(-c2nnc3n2CCCCC3)c1	5	-9	1	-3	·	9	-2.5	-1.1	-2	24
CCn1c(SCC(=O)Nc2oc(-c3ccccc3)c(-c3ccccc3)c2C#N)nnc1-c1ccco1	-2	-2	-15	19	·	-2	-0.6	-0.5	14	-7
CC(c1ccccc1)C1CC(=O)N(Cc2ccccc2)C1=O (stereo not drawn)	3	1	5	7	·	2	-0.2	0.0	-6	15
CCOC(=O)CSc1ccc(C(=O)NCCN2CCOCC2)cc1[N+](=O)[O-]	3	5	4	-12	0.6	-1	-0.9	·	14	10
O=[N+]([O-])c1cnccc1Nc1ccc(Cl)cc1	-3	?	-8	-10	·	-3	-1.5	-2.0	10	-8
Cc1ccc(NC(=S)Nc2ccc3[nH]c(=O)[nH]c3c2)cc1	0	·	-15	0	·	2	0.5	-1.0	-5	20
CCOC(=O)N1CCN(S(=O)(=O)N2CCCC(C(=O)NC(C)c3ccccc3)C2)CC1 (stereo not drawn)	8	-2	-2	0	0.3	2	-0.7	0.3	-4	15
CN(c1ccccc1)S(=O)(=O)c1cccc(NC(=O)Nc2ccc(Cl)cc2C#N)c1	7	3	-10	-12	·	2	0.2	-3.3	-1	7
CCOC(=O)C1=C(COC(=O)c2cc(Br)c(Br)s2)NC(=O)NC1C (stereo not drawn)	-5	7	-2	-1	0.6	0	0.9	-4.4	-4	·
COc1ccc(C(=O)CCC(=O)Nc2cccnc2)cc1	2	-2	3	-5	·	-1	-0.4	-3.3	9	22
CC(=O)N(c1cccc(Br)c1)c1nc(C)cc(C)c1C#N	-4	?	-4	-7	0.7	-1	-2.5	-0.3	-1	-4
Cn1c(SCC(=O)NCCc2ccccc2)nc2c([nH]c3ccccc32)c1=O	2	1	-19	3	·	0	-0.3	-1.5	7	6
CCc1ccc2oc(C(=O)Nc3ccc(S(N)(=O)=O)cc3)c(C)c2c1	-23	-8	6	4	-3.5	0	-0.7	-1.5	-1	38
COc1cccc(N2CCN(S(=O)(=O)c3cccc4cccnc34)CC2)c1	5	-2	4	-5	·	-3	3.2	-4.3	-4	16
COc1cc(/C=N/Nc2nc(Nc3ccccc3)nc(-n3nc(C)cc3C)n2)cc(OC)c1OC	-16	-3	4	6	0.2	1	-0.8	-6.1	8	1
COc1ccc(C2Nc3ccccc3C(=O)N2Cc2ccco2)cc1CN1C(=O)c2ccccc2C1=O (stereo not drawn)	-24&-2	-7&6	-8&-3	1&2	-0.7&-1.6	3&4	-1.3&-0.6	-6.3&-6.1	3&14	18&3
Cc1cc(C)n(C(=O)CCCn2nc(C)c([N+](=O)[O-])c2C)n1	2	3	1	-6	·	2	0.1	0.7	8	30
COc1ccc(C(CCN2CCN(c3ccccc3)CC2)c2c(O)cc(OC)cc2OC)cc1 (stereo not drawn)	-3	-1	9	-4	-2.5	0	-3.2	-3.6	3	-8
CCCCCCc1cc2cc(-c3nnc(-c4cc(OC)c(OC)c(OC)c4)o3)c(=O)oc2cc1O	-65	·	-2	·	·	·	4.2	·	·	-8
Cc1ccc(/C=N/NC(=O)c2nnn(-c3nonc3N)c2CSc2ccc(Cl)cc2)o1	-3	-2	-3	15	·	-2	0.7	0.5	20	20
COc1ccc(-c2c(C)nc(N)nc2-c2ccc(OC)cc2O)cc1	-9	-17	·	11	-0.3	3	2.9	·	4	38
Cc1c(C(=O)NCc2cccc(Cl)c2)sc(=O)n1Cc1ccc(F)cc1	·	1	·	2	0.8	2	·	-3.4	11	·
CC(C)CN(C(=O)Cn1nnc(-c2ccc(F)cc2)n1)C1CCS(=O)(=O)C1 (stereo not drawn)	2	0	-7	-4	·	0	1.3	0.0	8	·
CC(Nc1nc2ncn(Cc3ccccc3)c2c(=O)[nH]1)C(=O)O (stereo not drawn)	12	-15	5	21	0.0	2	-0.6	-0.8	0	-15

Three structures already listed, arranged by SMILES length, ascending:
SMILES	MazF activator	BoNT-F LC inh	Rv3671c protease	CCHFV vOTU inh	BioA inh	FBA Mtb inh	UGM FP inh	FadD28 binding	GDH-TPI inh	DUSP3 inh
NNC(=O)/C=C/c1ccc(Cl)cc1Cl	-6	-1	3	3	·	6	-1.0	-3.4	5	19
COc1ccc(-c2c(C)nc(N)nc2-c2ccc(OC)cc2O)cc1	-9	-17	·	11	-0.3	3	2.9	·	4	38
CC(C)CN(C(=O)Cn1nnc(-c2ccc(F)cc2)n1)C1CCS(=O)(=O)C1 (stereo not drawn)	2	0	-7	-4	·	0	1.3	0.0	8	·

Continued:
SMILES	MazF activator	BoNT-F LC inh	Rv3671c protease	CCHFV vOTU inh	BioA inh	FBA Mtb inh	UGM FP inh	FadD28 binding	GDH-TPI inh	DUSP3 inh
COc1cc2c(cc1C=O)OCO2	5	4	-1	-7	·	7	-1.6	-1.1	14	8
COCc1cc(C)nc(OCC(=O)N/N=C/c2ccccc2O)c1C#N	7	-2	-2	2	·	2	1.4	-4.5	18	18
Cc1cc(Cl)ccc1OCC(=O)N1CCCN(C(=O)COc2ccc(Cl)cc2C)CC1	-2	-4	3	5	·	2	0.3	-3.5	-4	4
COc1cccc(CNC(=O)C2CCN(S(=O)(=O)c3ccc(-n4cnnn4)cc3)CC2)c1	6	-9	-10	-10	-0.1	0	2.4	0.6	0	23
Cc1ccccc1CSCC(=O)N1CCN(c2ccccc2)CC1	2	-4	6	5	·	-1	1.2	-3.3	-4	-4
COCCn1c(SCC(=O)N2CCCC(C)C2)nnc1-c1ccco1 (stereo not drawn)	3	-24	8	22	-1.4	0	-0.3	-2.5	-8	65
CN(Cc1ccccc1)C(=O)CN(C)S(=O)(=O)c1ccc(F)cc1	-2	-1	-6	-12	-1.9	7	0.2	-1.4	2	·
CC(C)c1ccc(OCC(=O)NCc2n[nH]c(=O)c3ccccc23)cc1	-1	·	-1	-5	0.5	0	0.6	-2.8	2	·
COc1ccc(S(=O)(=O)N2CCN(C(=O)CNC(=O)c3ccc4c(c3)OCO4)CC2)cc1	-3	·	2	-7	·	-1	2.4	-2.5	1	·
CCOc1ccc(NC(=O)N2CCN(CC)CC2)cc1	1	3	0	-6	·	0	-2.8	-2.4	-7	-20
Cc1ccccc1Nc1nc(N)nc(CSc2nnnn2C)n1	10	-2	1	3	·	3	-0.3	0.5	3	8
c1ccc2ccccc2c1	8	-2	-1	-6	-0.9	4	1.0	1.5	-1	·
CCC(C)(C)NC(=O)C(c1ccc(OC)cc1)N(CC1CCCO1)C(=O)CCC(=O)Nc1cc(C)on1 (stereo not drawn)	3	?	1	6	0.3	-12	1.7	-2.9	-10	33
COC(=O)c1ccccc1NC(=S)N1CCN(C2CCCCC2)CC1	-31	-4	-7	-10	·	2	-1.3	-3.7	-4	6
O=C(CCCc1ccncc1)c1ccccc1	-1	-1	·	-3	·	2	·	0.2	3	·

Brought forward from above: four compounds, then new ones.
SMILES	MazF activator	BoNT-F LC inh	Rv3671c protease	CCHFV vOTU inh	BioA inh	FBA Mtb inh	UGM FP inh	FadD28 binding	GDH-TPI inh	DUSP3 inh
c1ccc2ccccc2c1	8	-2	-1	-6	-0.9	4	1.0	1.5	-1	·
CCC(C)(C)NC(=O)C(c1ccc(OC)cc1)N(CC1CCCO1)C(=O)CCC(=O)Nc1cc(C)on1 (stereo not drawn)	3	?	1	6	0.3	-12	1.7	-2.9	-10	33
COC(=O)c1ccccc1NC(=S)N1CCN(C2CCCCC2)CC1	-31	-4	-7	-10	·	2	-1.3	-3.7	-4	6
O=C(CCCc1ccncc1)c1ccccc1	-1	-1	·	-3	·	2	·	0.2	3	·
Cc1cccc(-n2cc3c(=O)n(C)c(=O)n(C)c3c2)c1	5	-8	-5	-3	·	2	0.5	-2.0	-5	21
Clc1cccc(Cl)c1-c1nnc2ccc(N3CCOCC3)nn12	1	-9	4	-13	0.3	2	2.5	-0.7	3	-13
Cc1ccc(-c2cc(C(F)F)n3ncc(C(=O)N4CCc5ccccc5C4)c3n2)cc1	5	-5	-20	-14	·	8	-4.9	-5.3	-1	24
CCc1ccc(NC(=O)C(C)OC(=O)CC(NC(C)=O)c2ccccc2)cc1 (stereo not drawn)	-1	-8	7	-3	·	2	-1.3	-1.7	-6	5
C/C(=N\NC(=O)c1csc(C)c1C)c1ccco1	3	-12	-3	-6	·	-2	2.4	-2.4	5	-12
Cc1ccc2c(c1)c1c(n2CC(O)Cn2c(C)nc3ccccc32)CCCC1 (stereo not drawn)	9	-1	5	4	-1.6	4	-1.8	-1.9	6	-18
Cc1cc(C)n2nc(NCc3ccccc3)nc2n1	3	-3	1	-14	-1.1	55*	0.1	-4.0	7	1
CC(=O)c1cc2c(cc1NC(=O)C1CC=CCC1C(=O)O)OCO2 (stereo not drawn)	6	-13	3	-6	·	2	-2.6	-0.1	12	-18
CC1=C(C(=O)OCc2ccccc2)C(c2cccc([N+](=O)[O-])c2)NC(=O)N1 (stereo not drawn)	2	-3	-2	11	0.1	0	-1.1	0.0	6	8
